# MBNL1 CUG block – qHTS Assay for Inhibitors of MBNL1-poly(CUG) RNA binding; TR-FRET MBNL1-His/biotin-(CUG)12 binding, 665/545 ratio; AID 2675, 2010; Potency, µM (titrated, usually from 57.5 µM), for inactives: at the top dose activity change, negative = inhibition, most hits filed as inhibitors; 280,000 tested, 0.036% active; active = well fitted inhibition curve with a large enough effect in the signal ratio, with a control signal flat, not every such curve was filed as active; inconclusive = small, poorly fitted or top-dose-only effect, or effect the other way, or a change in a side signal; inactive = no such curve, though single readings can be large or run the other way; the % refers to the signal ratio; note: potency is the fitted concentration of half-maximal effect; % is set by controls: 0 for no effect and ±100 for the full control effect
#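 Ratiometric TR-FRET (665 over 545 nm, excitation 340 nm) tracks disruption of MBNL1-His/biotin-(CUG)12 complex after 60 min at room temperature, with compounds at 92 nM to 58 uM final.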
# Gal4-VP16 FLuc – VP16 counterscreen qHTS for inhibitors of ROR gamma transcriptional activity. Potency, µM (doses to about 53.6 µM), without a hit: top-dose activity, negative = inhibition, hits mostly inhibitors. 310,000 tested, 3.5% active. AID 2546, 2010. Drosophila S2 Gal4-VP16 UAS-luciferase, luminescence, 20 h;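 note: Gal4-VP16 expression switched on by copper sulfate through the metallothionein promoter; potency is the fitted concentration of half-maximal effect; % is set by controls: 0 for no effect and ±100 for the full control effect; nearly all actives have a fitted effect of over 50% in size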
# FLuc counter – qHTS profiling assay for firefly luciferase inhibitor/activator using purifed enzyme and Km concentrations of substrates (counterscreen for miR-21 project); AID 588342, 2011; Potency, µM (top dose mostly 57.5 µM), for the others: at the top dose activity change, negative = inhibition, most hits filed as inhibitors; 360,000 tested, 6.9% active; purified FLuc, Km substrates, luminescence inhibition; Luciferin 4-monooxygenase (Photinus pyralis), P08659;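 note: potency is the fitted concentration of half-maximal effect; plate controls were vehicle for no effect and reference inhibitor for full effect; nearly all actives have a fitted effect of over 55% in size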
#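 Purified P. pyralis luciferase, 10 nM final, with Km-level 10 uM D-luciferin and 10 uM ATP in 50 mM Tris acetate pH 7.5, 10 mM Mg acetate, 0.01% Tween-20, 0.05% BSA; 6-point qHTS titration about 60 µM downward; luminescence read.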
# Menin-MLL TR inh – qHTS Assay for Inhibitors Targeting the Menin-MLL Interaction in MLL Related Leukemias: Competition With Texas Red Labeled MLL-derived Mutant Peptide; AID 1768, 2009; O00255; Menin + Texas Red MLL mutant peptide, fluorescence polarization; 270,000 tested, 0.23% active; Potency, µM (highest dose often 61.6 µM), for inactives: at the top dose FP activity change, negative = inhibition, usual class: inhibitors; active = well fitted inhibition curve with a large enough effect in the polarisation, with a control signal flat, not every such curve was filed as active; inconclusive = small, poorly fitted or top-dose-only effect, or effect the other way, or a change in a side signal; inactive = no such curve, though single readings can be large or run the other way; the % refers to the polarisation; note: potency is the fitted concentration of half-maximal effect; % of control where 0% means no effect; many of its hits are not listed in these tables
# Target sequence (O00255 whole entry, looked up): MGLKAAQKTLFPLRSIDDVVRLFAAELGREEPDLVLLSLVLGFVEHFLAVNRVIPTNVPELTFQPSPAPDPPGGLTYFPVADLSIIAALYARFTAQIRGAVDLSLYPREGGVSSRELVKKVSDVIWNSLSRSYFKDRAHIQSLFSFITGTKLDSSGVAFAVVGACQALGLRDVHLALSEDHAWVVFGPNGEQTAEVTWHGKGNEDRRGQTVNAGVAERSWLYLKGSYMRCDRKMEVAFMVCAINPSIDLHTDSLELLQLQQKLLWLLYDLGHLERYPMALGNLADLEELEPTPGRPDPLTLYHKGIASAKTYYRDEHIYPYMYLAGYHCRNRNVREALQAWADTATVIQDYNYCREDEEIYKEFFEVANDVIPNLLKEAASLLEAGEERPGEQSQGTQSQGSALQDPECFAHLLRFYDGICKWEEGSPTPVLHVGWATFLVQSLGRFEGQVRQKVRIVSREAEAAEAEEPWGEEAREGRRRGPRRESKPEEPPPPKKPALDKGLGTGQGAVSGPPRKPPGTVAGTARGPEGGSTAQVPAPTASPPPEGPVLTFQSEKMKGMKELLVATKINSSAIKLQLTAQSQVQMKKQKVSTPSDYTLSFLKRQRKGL
# Rab9 promoter act – qHTS Assay for Rab9 Promoter Activators; Huh7 Rab9 promoter-luciferase reporter, luminescence, 24 h; Potency, µM (top dose mostly 9.22 µM), inactives show at the highest dose activation, negative = inhibition, most hits filed as activators; 320,000 tested, 2.8% active; note: potency is the fitted concentration of half-maximal effect; % of control where 0% means no effect; nearly all actives have a fitted effect of over 60% in size
#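 Promoter activation is measured as luciferase luminescence in Huh7 cells stably transfected with a Rab9 promoter–luciferase construct, following 24 h compound exposure at 37 °C and 10 min reagent incubation at ambient temperature.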
# RORgamma inh – qHTS for inhibitors of ROR gamma transcriptional activity; 310,000 tested, 5.4% active; Nuclear receptor ROR-gamma (Mus musculus), P51450; Potency, µM (top dose mostly 53.6 µM), for the others: at the highest dose activity change, negative = inhibition, usual class: inhibitors; Drosophila S2 Gal4-RORgamma UAS-luciferase reporter, 20 h; note: potency is the fitted concentration of half-maximal effect; % is set by controls: 0 for no effect and ±100 for the full control effect; nearly all actives have a fitted effect of over 60% in size
#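 Luciferase reporter read in Schneider cells carrying Gal4-RORγ (mouse) and UAS-Photinus luciferase; cells given compound 1 h before 700 uM copper sulfate induction, then incubated 20 h at ambient temperature.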
# KCNH2 3.1 block – qHTS for Inhibitors of KCHN2 3.1: Mutant qHTS | Potassium voltage-gated channel subfamily H member 2, brain isoform KCNH2 3.1 (human) | U2OS KCNH2 3.1, thallium flux FluxOr; active compounds read low | activity change, % (tested at about 1.8 µM) | 340,000 tested, 0.95% active;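 active = maximum activity change below -70%; inconclusive = maximum activity change from -70% to -50%; inactive = maximum activity change above -50%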;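 note: thallium influx rate constant from kinetic fluorescence after stimulation buffer; % is set by controls: 0 for no effect and ±100 for the full control effect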
#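 Thallium flux via FluxOr fluorescence (Red40 quencher, 45 min loading) in U2OS cells virally expressing the KCNH2 3.1 isoform (1.77 x 10^8 /mL virus, overnight at 37 C). Rate constants from 2-min kinetic reads post-stimulation, normalised to positive and negative controls.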
# Mito fusion yeast – qHTS Assay for Small Molecule Inhibitors of Mitochondrial Division or Activators of Mitochondrial Fusion; 320,000 tested, 0.23% active; Potency, µM (series often up to 46.1 µM), without a hit: top-dose growth rescue (activation), usual class: activators; S. cerevisiae fusion-defective mutant growth rescue, CellTiterGlo 48 h;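 note: potency is the fitted concentration of half-maximal effect; % of control where 0% means no effect; nearly all actives have a fitted effect of over 45% in size; temperature-sensitive fusion mutants such as fzo1-1 at 37 °C on non-fermentable ethanol glycerol medium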
#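 S. cerevisiae fusion-defective temperature-sensitive mutants (e.g. fzo1-1, mgm1-5) grown 48 h at 37C in YPEG (ethanol/glycerol non-fermentable) medium with 23 nl compound per well; growth rescue read as CellTiterGlo luminescence.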
# PKM2 act – qHTS Assay for Activators of Human Muscle isoform 2 Pyruvate Kinase; Potency, µM (top dose mostly 57.5 µM), for inactives: at the highest dose activation, actives largely listed as activators; 260,000 tested, 0.34% active; purified PKM2, Kinase-Glo ATP luminescence, activation; response scale: 0% is enzyme alone, no compound; Pyruvate kinase PKM (Homo sapiens), P14618; note: potency is the fitted concentration of half-maximal effect; % is set by controls: 0 for no effect and ±100 for the full control effect; nearly all actives have a fitted effect of over 55% in size
# Target sequence (P14618 whole entry, looked up, canonical isoform): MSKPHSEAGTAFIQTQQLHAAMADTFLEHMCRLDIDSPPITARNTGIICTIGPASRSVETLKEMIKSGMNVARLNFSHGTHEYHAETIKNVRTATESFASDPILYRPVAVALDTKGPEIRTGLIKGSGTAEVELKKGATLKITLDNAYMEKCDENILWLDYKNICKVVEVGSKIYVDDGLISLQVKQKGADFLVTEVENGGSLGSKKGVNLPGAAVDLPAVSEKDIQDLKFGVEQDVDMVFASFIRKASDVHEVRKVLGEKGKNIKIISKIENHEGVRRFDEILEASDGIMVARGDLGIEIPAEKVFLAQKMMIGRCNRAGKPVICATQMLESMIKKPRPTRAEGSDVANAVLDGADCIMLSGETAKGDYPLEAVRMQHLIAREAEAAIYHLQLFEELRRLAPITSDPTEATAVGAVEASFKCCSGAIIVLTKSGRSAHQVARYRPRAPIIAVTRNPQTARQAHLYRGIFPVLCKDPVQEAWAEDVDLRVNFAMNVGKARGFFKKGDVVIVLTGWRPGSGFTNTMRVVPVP
#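 Kinase-Glo luminescence reports ATP generated from ADP (0.1 mM) and PEP (0.5 mM) by purified hPK-M2 after 1 h at room temperature, pH 7.2 imidazole buffer; intermediate enzyme activity allows detecting inhibitors and activators.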
# NPC1 prom act – qHTS Assay for NPC1 Promoter Activators; Huh7 NPC1 promoter luciferase reporter, 24 h; Potency, µM (titrated, usually from 9.22 µM), for the others: top-dose activation, hits mostly activators; 320,000 tested, 2.4% active; AID 485313, 2010;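 note: potency is the fitted concentration of half-maximal effect; % of control where 0% means no effect; nearly all actives have a fitted effect of over 60% in size; reporter is driven by a mutant NPC1 promoter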
#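 Stably transfected Huh7 (NPC1 promoter→luciferase), 1500 cells/well in Opti-MEM + 10% FBS, 2 h settle, then compound 24 h at 37 °C. Luminescence after 10 min with Amplite reagent.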
# ELG1 DNA repair – qHTS screen for small molecules that inhibit ELG1-dependent DNA repair in human embryonic kidney (HEK293T) cells expressing luciferase-tagged ELG1. HEK293T ELG1-luciferase reporter, luminescence, 16 h; DNA damage induced by 5-fluorouridine. Potency, µM (top dose mostly 46.1 µM), without a hit: top-dose activity change, negative = inhibition, hits mostly inhibitors. 330,000 tested, 2.3% active. AID 504467, 2011; note: potency is the fitted concentration of half-maximal effect; % is set by controls: 0 for no effect and ±100 for the full control effect; nearly all actives have a fitted effect of over 55% in size
#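 Luminescence from the luciferase reporter, measured 30 min after ONE-Glo reagent at room temperature, was the read-out. Beforehand, 2,000 cells per well were exposed for 16 hr at 37 °C to 5-fluorouridine together with compound or vehicle.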
# Numbers without * were called inactive; ? = inconclusive; / = no result given; & = joins results of further samples; [ ] = dose if it differs, or a comment. Unless noted, calls come from the whole dose curve; as a rule, active = well fitted curve in the direction sought with a large enough effect; inconclusive = small, poorly fitted or top-dose-only effect, or another doubt; inactive = no such curve, though single readings can be large; an effect the other way counts as inactive or inconclusive.
SMILES,MBNL1 CUG block,Gal4-VP16 FLuc,FLuc counter,Menin-MLL TR inh,Rab9 promoter act,RORgamma inh,KCNH2 3.1 block,Mito fusion yeast,PKM2 act,NPC1 prom act,ELG1 DNA repair
CCc1c(C)nc(N)nc1N1N=C1SCC#N,-2.8%,-4.7%,0.5%,5.7%,-5.9%,-10.4%,5.0,-2.0%,-4.5%,-1.1%,5.0%
O=C(NC(C(Cl)Cl)N1CCOCC1)c1ccccc1 (stereo not given),-16.9%,-9.3%,4.6%,8.7%,-0.8%,0.9%,9.2,15.7%,-0.4%,0.1%,29.4%
CN1OC[C@@H]2COc3ccc4ccccc4c3[C@@H]21,1.7%,-2.1%,-8.6%,-10.8%,-2.5%,14.5%,5.7,5.5%,3.0%,-3.1%,9.8%
CN1CCC2(CC1)C(C#N)=C(N)NC(S)=C2C#N,3.98µM*,-0.1%&1.5%,-19.6%&2.9%,?,-0.7%&-1.0%,-0.5%&-11.0%,-3.0&7.3,-1.4%&-4.6%,2.6%&17.1%,-6.8%&-1.9%,13.6%&4.8%
COc1ccccc1OP(=O)(Nc1ccc(Br)cc1)Oc1ccccc1OC,-5.4%,-22.9%,-0.8%,34.8%[activator],-0.9%,?,0.9,-2.1%,-3.9%,-1.3%,?
O=c1[nH]c(O)c(C=Nc2ccccc2Sc2ccccc2)c(=O)[nH]1,-7.7%,-5.1%,-0.3%,/,-2.1%,-12.1%,8.1,1.4%,2.0%,-20.2%,-3.3%
Cc1ccc(O)c(C)c1,/,-5.4%,-1.9%,/,-1.0%,5.6%,12.2,-13.7%,/,-2.4%,6.8%
CN(C)C(=O)Oc1ccc2c(c1)O/C(=C\c1ccc(Cl)cc1)C2=O,3.3%,21.4%,?,29.3%,4.47µM*,43.0%,10.2,4.4%,/,?,?
Cc1nn(Cc2ccccc2)c(C)c1C(=O)OCC(=O)NCc1ccco1,0.8%,10.4%,-0.2%,5.3%,1.3%,15.1%,-1.0,-1.5%,3.4%,0.5%,-12.0%
C=CCn1c(O)c(C(C)=NC2CC2)c(=O)[nH]c1=O,-3.8%,2.9%,0.5%,-3.2%,7.9%,-2.3%,-12.1,1.2%,-0.3%,4.1%,7.4%
Cc1cccc(-n2c(=S)[nH]c3ccccc3c2=O)n1,-8.2%,?,-1.3%,-22.4%,2.9%,12.6µM*,11.3,11.5%,0.6%,1.4%,-16.4%
CN(C)c1ccc(C=C(C#N)C#N)cc1,?,1.1%,-2.0%,?,-1.4%,21.0%,10.3,-0.7%,-0.1%,-1.6%,12.3%
Cc1nn(Cc2ccccc2)c(C)c1C=C1C(=O)NC(=S)NC1=O,1.0%,?,?,7.1%,-2.3%,7.4%,-13.0,-4.6%,2.2%,-0.1%,?
CCOC(=O)C(O)(c1ccc(N=c2ccccn2C)cc1)C(F)(F)F (stereo not given),-2.5%,-0.4%,-2.3%,/,-5.2%,-2.9%,2.1,-1.9%,0.1%,3.0%,0.0%
Cn1c(O)c(/C=C2\C=Nc3ccc(Br)cc32)c(=O)n(C)c1=O,0.2%,4.0%,-0.3%,?,4.5%,-1.2%,-8.8,8.1%,/,0.6%,24.1%
CC(=O)O[C@@]12CO[C@@H]1C[C@H](O)[C@@]1(C)C(=O)[C@H](O)C3=C(C)[C@@H](OC(=O)[C@H](O)[C@@H](NC(=O)c4ccccc4)c4ccccc4)C[C@@](O)([C@@H](OC(=O)c4ccccc4)C12)C3(C)C (stereo not given in full),-11.4%,?,-1.2%,-8.2%,-28.1%,?,0.0,2.1%,0.8%,-35.4%[inhibitor],?
CCCCc1nc2ccccc2c(=O)n1-c1ccc(Cl)cc1[N+](=O)[O-],1.2%,-7.6%,1.5%,?,-2.1%,3.7%,-18.2,-1.7%,-1.1%,0.3%,-11.8%
Nc1ncc(S(=O)(=O)c2ccc(Cl)cc2)c(N)n1,-6.3%,-7.6%,3.6%,19.4%,0.5%,?,-6.8,0.3%,/,0.1%,10.4%
CN1CC(C(=O)c2cccs2)C(c2ccc(Cl)cc2)C1 (stereo not given),10.0%,-9.4%,4.2%,?,1.4%,10.6%,34.0,-20.9%,/,2.5%,-12.4%
O=C(c1ccc2c(c1)OCO2)C1CCCN(CC2CCCCC2)C1 (stereo not given),-3.4%,-3.0%,1.0%,-2.9%,-5.1%,-0.2%,?,-2.3%,-3.0%,-4.9%,4.5%
c1ccc(C2CC3CC(c4ccco4)N2O3)cc1 (stereo not given),-10.2%,-12.7%,4.8%,-7.1%,0.8%,-17.1%,-1.9,1.1%,5.5%,-3.4%,0.3%
O=c1c2ccccc2nc(/C=C/c2ccc3c(c2)OCO3)n1-c1cccc(O)c1,6.8%,-4.9%,-0.4%,-0.9%,-2.1%,24.8%,-1.1,1.5%,-5.4%,-0.7%,16.4µM*
CCc1ccccc1NC(=O)CSc1nnc([C@@H](N)Cc2c[nH]c3ccccc23)o1,-1.2%,-9.0%,-0.1%,8.3%,1.2%,35.6%,-9.0,-0.8%,-6.5%,-0.7%,1.6%
Cc1cc2c(s1)NC(=O)CN=C2c1cccs1,?,9.9%,2.4%,?,/,15.4%,9.3,-11.4%,3.2%,/,/
COC(=O)COc1cc(C)cc2oc(=O)c3c(c12)CCCC3,5.7%,3.5%,3.9%,-11.7%,-1.9%,?,-12.8,13.0%,-2.8%,-2.2%,-0.9%

# The list continues.
SMILES,MBNL1 CUG block,Gal4-VP16 FLuc,FLuc counter,Menin-MLL TR inh,Rab9 promoter act,RORgamma inh,KCNH2 3.1 block,Mito fusion yeast,PKM2 act,NPC1 prom act,ELG1 DNA repair
O=C(CCN1C(=O)COc2ccccc21)N1CCC2(CC1)OCCO2,-5.2%,-1.4%,-0.2%,10.3%,-6.9%,-0.3%,5.4,2.0%,-1.2%,1.5%,17.3%
Cc1ccccc1CS(=O)(=O)Cc1ccc(C(=O)N2CCC3(CC2)OCCO3)o1,-10.3%,-2.6%,-1.9%,4.8%,-1.3%,7.5%,10.3,3.9%,-6.0%,-1.4%,-8.7%
COc1ccc(C)cc1NC(=O)N1CCC2(CC1)OCCO2,-13.6%,4.2%,-0.5%,1.8%,1.3%,-8.0%,-1.3,1.8%,1.8%,-4.8%,13.2%
COC(=O)C1=C(c2ccc(Cl)c(C(F)(F)F)c2)C[C@@H]2CC[C@H]1N2C(=O)NCCCOC(C)C,/,/,2.1%,/,-7.6%,/,-0.4,-5.1%,/,-0.3%,-9.7%
COC(=O)CCc1nc2c(C#N)c(-c3ccc(Cl)cc3)ccn2n1,?,-10.1%,0.4%,-10.4%,-4.4%,5.8%,-3.5,-1.1%,2.5%,-6.3%,-18.8%
N=c1sccn1Cc1ccccc1F,-0.1%,4.2%,-0.2%,2.7%,-2.0%,3.8%,-9.6,-10.2%,/,3.6%,-8.1%
O=C(CN1C(=O)S/C(=C\C=C\c2ccccc2)C1=O)Nc1ccccc1C(=O)O,20.3%,-5.2%,26.9µM*,/,10.5%,10.4%,-9.4,4.8%,?,0.5%,3.1%
O=C1NC(=O)C2(Cc3ccccc3N3CCCC32)C(=O)N1 (stereo not given),9.0%,-4.0%,-0.4%,7.4%,-0.5%,-31.8%,5.0,-4.0%,-0.6%,1.2%,-2.5%
O=C(NCCO)c1nsnc1NCCCl,13.3%,-6.6%,-14.7%,-16.2%,-10.2%,24.6%,28.7,-5.2%,8.0%,-0.3%,3.5%
c1cc(C2N3CCCN2CC3)ccn1 (stereo not given),-0.9%,3.3%,-0.3%,-4.6%,-6.3%,-12.1%,8.7,-8.6%,6.5%,0.7%,-0.2%

# Not all compounds are listed. The share of hits here may be higher or lower than overall.
